hgDAF12 agonist: agonists of H. glycines DAF-12 nuclear receptor. HEK293 GAL4-hgDAF12 UAS-luciferase reporter, agonist luminescence; normalized to butyrate control. activation, % at 6.8 µM. 1.8% of 370,000 active. AID 687014;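 active means activation above a cutoff set at the mean of all screened compounds plus 3 SD, cut at about 10% in these data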;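 further: 0% = DMSO wells and 100% = sodium butyrate wells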
hcDAF12 agonist: activates DAF-12 receptor from parasite H. contortus; HEK293 hcDAF-12 lit1-tk-luc reporter, luminescence; 0% DMSO, 100% Δ7-dafachronic acid; 1.4% of 370,000 active; AID 652067; activation, % at 6.8 µM;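 active means activation above the mean of all tested compounds plus 3 SD, cut at about 5.5% in these data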;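 further: 100% = response to 3 µM Δ7-dafachronic acid high control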
ADAM17 inh: ADAM17 inhibition, QFRET primary screen; inhibition, % at 6.95 µM; AID 720648; 0.83% of 370,000 active; P78536; recombinant ADAM17, EDANS/DABCYL FRET peptide cleavage;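 active means inhibition above the mean of compounds lying between control limits plus 3 SD, set per campaign, cut at about 8.5% in these data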;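 further: 0% = DMSO-only wells as the low control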
HGIII-sPLA2 inh: Inhibits HGIII-sPLA2 liposome hydrolysis, primary screen | Q9NZ20 | QFRET BODIPY PC-A2 liposome hydrolysis, fluorescence | inhibition, % at 12.2 µM | 0.56% of 370,000 active;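 active means inhibition above mean plus 3 SD of compounds lying within the high and low control bounds, cut at about 19% in these data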;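 further: 0% = median of test compound wells and 100% = no enzyme DMSO wells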
Target sequence (Q9NZ20 whole entry, looked up): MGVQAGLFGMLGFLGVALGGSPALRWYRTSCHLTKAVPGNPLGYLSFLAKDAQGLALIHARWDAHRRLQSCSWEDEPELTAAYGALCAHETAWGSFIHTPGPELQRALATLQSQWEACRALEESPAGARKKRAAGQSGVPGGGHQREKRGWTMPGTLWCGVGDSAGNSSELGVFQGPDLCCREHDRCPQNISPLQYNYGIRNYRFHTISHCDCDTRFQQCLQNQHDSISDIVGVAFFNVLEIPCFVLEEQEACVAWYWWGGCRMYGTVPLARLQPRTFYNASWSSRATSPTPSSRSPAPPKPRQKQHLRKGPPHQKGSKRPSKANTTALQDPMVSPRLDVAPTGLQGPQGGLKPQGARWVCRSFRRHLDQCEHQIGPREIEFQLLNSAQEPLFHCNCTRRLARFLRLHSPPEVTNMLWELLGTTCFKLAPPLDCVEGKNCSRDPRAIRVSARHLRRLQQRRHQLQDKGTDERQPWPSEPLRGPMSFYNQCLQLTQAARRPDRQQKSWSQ
ADAM10 inh: inhibits human ADAM10 | O14672 | recombinant ADAM10, EDANS/DABCYL FRET peptide cleavage, 3 h | inhibition, % at 7 µM | 0.62% of 370,000 active;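 active means inhibition above a per-campaign cutoff equal to the mean of compounds falling between control-based bounds plus 3 SD, cut at about 20% in these data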;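 further: 0% = DMSO wells while the 100% control is not disclosed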
Target sequence (O14672 214-748 limits assumed): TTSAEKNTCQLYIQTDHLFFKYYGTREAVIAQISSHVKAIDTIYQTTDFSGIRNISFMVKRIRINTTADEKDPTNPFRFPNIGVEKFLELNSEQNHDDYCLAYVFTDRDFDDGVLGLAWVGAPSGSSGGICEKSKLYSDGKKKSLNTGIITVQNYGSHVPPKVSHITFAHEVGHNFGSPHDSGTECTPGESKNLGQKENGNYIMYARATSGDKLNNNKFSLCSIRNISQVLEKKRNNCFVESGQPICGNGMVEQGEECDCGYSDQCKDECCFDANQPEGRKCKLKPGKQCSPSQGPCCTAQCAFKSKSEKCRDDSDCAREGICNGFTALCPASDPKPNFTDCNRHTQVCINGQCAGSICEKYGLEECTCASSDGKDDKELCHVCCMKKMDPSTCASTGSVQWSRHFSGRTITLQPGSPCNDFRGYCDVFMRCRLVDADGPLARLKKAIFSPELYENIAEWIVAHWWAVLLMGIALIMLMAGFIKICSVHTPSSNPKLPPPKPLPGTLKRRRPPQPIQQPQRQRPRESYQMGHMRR
DAX1 inh-1: DAX1 (NR0B1) inhibition, primary screen; 1.1% of 370,000 active; HEK293T StAR-luciferase reporter, SF-1/DAX-1 repression relief; inhibition, % at 6.8 µM; AID 652010;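 active means inhibition above the mean over all tested compounds plus 3 SD, cut at about 3.6% in these data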;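 further: 0% = DAX-1 cells with DMSO and 100% = cells lacking DAX-1 with DMSO; higher inhibition means more luminescence from relief of DAX-1 repression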
PLC-beta3 inh: blocks human PLC-beta3 enzyme activity | Q01970 | Purified PLC-beta3, fluorogenic substrate, fluorescence | inhibition, % at 12.2 µM | 0.18% of 370,000 active | AID 720704; in the data active means inhibition above about 11%;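 further: 0% = median of compound wells on plate and 100% = full blocker control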
GAA850 FXN act: activators of GAA850 frataxin (FXN) promoter | AID 540364 | HEK293 lucGAA850 FXN promoter luciferase reporter, 24 h; percent of 10 µM SAHA response | 0.56% of 360,000 active | activation, % at 6 µM;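 active means activation above the average of all compounds screened plus 3 SD, cutoff fixed separately per campaign, cut at about 7.5% in these data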;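 further: 0% = DMSO wells and 100% = 10 µM SAHA wells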
DAX1 inh-2: inhibitors of human orphan nuclear receptor DAX1 (NR0B1). HEK293 Gal4-DAX1 luciferase reporter, luminescence. inhibition, % at 6.75 µM. 0.99% of 340,000 active. AID 504766;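 active means inhibition above the mean over all tested compounds plus 3 SD, cut at about 4.2% in these data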;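 further: 0% = DAX1-transfected cells with DMSO and 100% = empty-vector control cells with DMSO; inhibition shows as a rise in luminescence from relieved DAX1 repression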
ssDAF12 agonist: activates DAF-12 receptor from parasite S. stercoralis. HEK293 ssDAF-12/GRIP1 lit1-tk-luc reporter, luminescence; % of 3 µM dafachronic acid response. activation, % at 6.8 µM. 1% of 370,000 active. AID 652126;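 active means activation above the mean over all tested compounds plus 3 SD, cut at about 0.9% in these data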;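 further: 0% = DMSO-only wells and 100% = 3 µM delta7-dafachronic acid wells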
PLC-gamma1 inh: inhibitors of human phospholipase C gamma1. P19174. 0.84% of 370,000 active. purified PLC-gamma1, fluorogenic substrate, fluorescence. inhibition, % at 12.2 µM; in the data active means inhibition above about 9.5%
Starred values were filed as active, the others as inactive; i = inactive; / = no result given. Random draw from the library. About 6.9% of those tested had a hit in this group.

structure,ADAM10 inh,hcDAF12 agonist,PLC-beta3 inh,HGIII-sPLA2 inh,hgDAF12 agonist,DAX1 inh-1,GAA850 FXN act,DAX1 inh-2,ADAM17 inh,ssDAF12 agonist,PLC-gamma1 inh
Cn1nc(C(=O)Nc2cccnc2)c2ccccc2c1=O,1,-1.2,4,7,-1.7,-0.4,0.4,0.7,-1,-1.2,0
CCn1c(COc2c(C)cccc2C)nnc1SCC(=O)N1CCN(c2ccccc2)CC1,1,-4.3,-2,1,-3.4,-1.8,-1.1,-2.9,-4,-1.6,2
Nc1ccc(S(=O)(=O)NCc2ccccn2)cc1,-2,2.0,4,3,2.5,-0.4,1.0,2.1,-7,-1.2,-1
CS(=O)(=O)c1ccc(Cl)c(NC(=O)COC(=O)c2c(Cl)cccc2Cl)c1,10,0.0,1,-9,-3.5,-1.4,1.7,-1.0,-2,-1.7,0
Cc1cccc(NC(=O)CNC(=O)c2ccco2)n1,-11,3.4,-4,10,-3.5,0.4,-1.3,1.4,-1,-1.4,0
COC(=O)c1cc(CNC(=O)c2ccc(S(=O)(=O)N(C)c3ccccc3)cc2)ccc1OC,-7,-0.9,-5,0,-0.2,-0.3,-1.2,0.4,-1,-1.3,-135
CCCCSc1nc2c(c(=O)[nH]1)CCC2,-5,-2.3,1,20*,-2.9,1.3,1.5,0.2,-5,-1.6,2
CC(=O)Nc1ccc(NC(=O)N2CCOCC2)cc1,-12,-2.0,0,11,-2.3,0.1,-2.8,0.7,-7,-1.4,-1
CCC1CCCCN1CCCNC(=O)Cn1cnc2sc(C)c(S(=O)(=O)N3CCC(C)CC3)c2c1=O (stereo unspecified),-2,-0.9,-3,-3,-1.6,0.2,0.3,-0.8,0,-0.3,2
CCCCC1CCCOC(C(=O)NCCNCCO)(C(F)(F)F)C1 (stereo unspecified),2,-0.2,2,4,-1.0,0.5,-0.5,1.8,-2,-1.0,2
COc1ccc(/C=N\NC(=O)c2ccccc2[N+](=O)[O-])cc1COc1c(F)c(F)c(F)c(F)c1F,15,1.0,-1,-10,1.1,-1.5,0.5,-0.5,9,-0.9,1
c1cnc2c(-c3ccc4nccn4c3)cccc2c1,-20,0.8,-16,2,-0.5,0.0,1.4,/,-5,-0.3,-12
O=C(CSc1ccccn1)N/N=C/C=C/c1ccccc1,7,0.7,0,8,-1.6,-0.2,2.5,-0.6,-4,-0.9,0
Cc1cc(C)cc(NC(=O)CCn2c(=O)c3cccn3c3ccccc32)c1,-2,-3.7,-10,-9,-0.5,-1.2,-2.8,-0.5,-6,-1.6,3
CCOC(=O)c1nnn(-c2nonc2N)c1CNc1ccc(C)c(Br)c1,19,-1.4,-7,-27,-2.8,-0.8,-0.6,0.9,6,-1.2,4
CCN(C(=O)CSc1nc2ccccc2n1C)C1CCS(=O)(=O)C1 (stereo unspecified),7,0.0,-1,-2,1.1,0.9,0.3,0.5,0,-1.1,2
CCOC(=O)/C(Sc1nc(-c2ccccc2)cc(-c2ccccc2)c1C#N)=C(\C)O,-22,-0.5,-305,-9,0.3,0.3,4.5,0.9,-12,-0.9,-193
CCc1cccc(NC(=O)Cn2cc(C=O)c3ccccc32)c1,10,-3.8,1,-15,-6.1,-3.2,-0.5,-3.9,-1,-2.4,0
O=C(CSCc1ccc(C(=O)O)cc1)Nc1ccccc1,-3,-1.1,-4,4,-0.6,0.1,0.6,5.1*,-3,-1.4,2
CCOc1ccc(C(=O)NC(=S)Nc2ccccc2N2CCC(C)CC2)cc1[N+](=O)[O-],-5,1.2,-2,11,-1.6,0.2,-2.0,1.6,1,-1.1,7
COc1ccccc1N(CC(=O)NC(C)(C)C)C(=O)CCC(=O)Nc1ccccn1,0,0.7,4,-3,-0.5,0.0,-1.8,0.8,-3,0.0,3
O=C(C[C@@H]1C/C=C/CC[C@H](Cc2ccc(F)cc2)C(=O)OCCNC1=O)N[C@H](CO)Cc1ccccc1,-1,-3.8,4,-8,-1.1,-1.5,-1.0,-0.6,-3,-1.6,-2
CC(=O)c1ccc(OCC(O)CN2C(C)(C)CC(O)CC2(C)C)cc1 (stereo unspecified),-8,1.7,0,4,2.1,2.4,0.2,0.7,-4,0.1,1
COc1ccc(N(C(C)=O)c2nc(C)cc(C)c2C#N)c(OC)c1,2,4.5,1,0,0.7,0.9,0.9,1.7,-3,0.2,0
c1ccc(-c2nccnc2-c2ccccc2)cc1,-4,0.4,-6,22*,-0.9,-0.4,-0.3,1.9,-7,-1.3,5
COC(=O)c1cc(NS(=O)(=O)c2ccc(N3CCOCC3)c([N+](=O)[O-])c2)cc(C(=O)OC)c1,4,-1.0,1,-30,-0.8,0.2,2.2,0.5,3,-1.4,-4
CC(=O)Nc1cccc(NC=C(C#N)C#N)c1,-3,-0.4,-9,2,1.2,0.4,-0.1,0.4,-2,0.1,-5
CC(C)(C)c1ccc(S(=O)(=O)NC(=O)C2(C)CCN2C(=O)Cc2cccs2)cc1 (stereo unspecified),1,0.3,-1,-6,0.8,-0.3,1.8,/,-2,-1.2,-3
CC(Sc1nnc(COc2ccc(Cl)cc2)n1Cc1ccccc1)C(=O)O (stereo unspecified),-8,-1.1,-9,-8,-0.8,-0.2,-0.4,-0.2,-6,-1.7,-4
N/C(=N\OC(=O)COc1ccccc1Cl)c1ccc(Cl)cc1,12,2.3,-1,-4,1.9,0.1,0.6,1.0,0,-1.2,0
Cc1cc(NC(=O)CCCN2C(=O)c3cccnc3C2=O)no1,9,-2.1,-1,2,-0.9,-0.3,0.9,0.0,0,-1.4,3
C=CCN=C1NC(c2ccccc2)C(C(=O)OC)=C(C)N1C (stereo unspecified),-6,-0.3,6,-1,3.2,0.9,/,/,0,-1.1,5
CCCNC(=O)c1c(CSc2ccc(Cl)cc2)noc1C(=O)NCc1ccccc1,19,-1.4,-3,-15,1.1,-0.1,-1.2,0.2,5,-1.0,-5
O=C(NC(=S)NC1CCSC1=O)c1ccccc1 (stereo unspecified),9,0.6,4,10,1.6,0.6,-0.3,0.9,0,-1.3,5
COc1cccc(OC)c1OCCCCN1CCCCC1,-7,-1.7,-3,-1,0.8,0.2,0.7,-0.8,-3,-1.4,2
O=C1COc2ccc(S(=O)(=O)N3CCN(c4ccccc4)CC3)cc2N1,3,-0.8,-3,-6,-0.2,0.8,-2.7,0.9,-6,-1.0,0
COc1cccc(/C=C/c2nc(C#N)c(NCC(C)C)o2)c1,i,-2.7,i,0,-1.3,-0.7,2.2,-0.3,i,-1.2,i
COC(CNC(=O)c1ccc2c(c1)ncn2-c1cccc(C)c1)OC,-2,-2.2,-8,-2,0.0,0.0,-1.1,1.6,-2,-1.2,4
COc1ccc(CCNC(=O)CSC2=NS(=O)(=O)c3cc(F)ccc3N2)cc1OC,-1,-0.5,-4,-3,0.1,-0.2,-0.8,0.9,-3,-1.4,-5
Cc1ccc2c(CC(=O)Nc3c(C)n(C)n(-c4ccccc4)c3=O)coc2c1,4,1.0,-4,1,0.7,-0.1,1.6,0.2,0,-1.3,1
CCCCn1c(N)c(N(Cc2ccccc2OC)C(=O)COc2cc(C)ccc2Cl)c(=O)[nH]c1=O,-11,-0.5,-11,4,0.2,1.0,-0.6,-1.1,-6,-1.6,1
CCc1ccc(NC(=O)C(=O)N/N=C(\C)CC(=O)Nc2ccccn2)cc1,-82,2.4,-8,-5,-0.3,0.0,6.0,0.1,-20,-0.5,-6
Cc1ccc2cccc(SCC(=O)NCC#N)c2n1,-281,2.6,-94,-3,-2.2,-0.9,0.8,-1.4,-81,-1.9,-79
CN(C(=S)NC(=O)C12CC3CC(CC(C3)C1)C2)c1ccc(O)cc1,-25,-1.3,-84,-12,1.0,-1.4,1.4,0.1,-8,-0.3,-67
CCOC(=O)c1sc2ccccc2c1NC(=O)c1coc2ccccc2c1=O,-12,-0.8,-1,-1,-0.4,-0.2,0.7,0.5,-4,-0.6,-2
CCN1CSC(=S)N(Cc2ccc(OC)cc2)C1,-3,0.7,-2,-3,4.6,0.1,3.3,0.5,-6,-0.9,1
CCC1=C(OC(=O)N(CC)CC)N2C(=O)OC(=NCc3ccccc3)[C@]2(C)[C@H]2C1=CC[C@H]1C(=O)N(CC(=O)OC)C(=O)[C@H]12,16,0.9,-8,-10,-2.1,0.4,-2.4,1.4,4,-1.2,0
COC(=O)c1c(C(=O)OC)c2n(c1C)Cc1ccccc1C2,-35,-1.6,-11,-9,0.4,-0.6,-1.7,0.0,-12,-1.3,-8
O=C(NC1CCCCN(Cc2ccc(Cl)cc2)C1=O)C1C2CC3CC(C2)CC1C3 (stereo unspecified),-1,-2.1,0,4,-3.0,-0.5,/,/,-7,-0.3,-1
C/C(=N/NC(=O)CNC(=O)c1ccncc1)c1ccco1,2,1.7,-6,-2,-1.1,0.0,0.4,/,-3,-1.4,2

Other structures:
structure,ADAM10 inh,hcDAF12 agonist,PLC-beta3 inh,HGIII-sPLA2 inh,hgDAF12 agonist,DAX1 inh-1,GAA850 FXN act,DAX1 inh-2,ADAM17 inh,ssDAF12 agonist,PLC-gamma1 inh
O=C(NN=C1CCCC1)c1cc(O)cc(O)c1,6,-1.2,-7,-11,3.2,1.5,1.7,0.5,3,-0.8,1
Cc1c(C)n(C)c2ccc(C(=O)N3CCN(c4ccccn4)CC3)cc12,-4,-1.9,-13,-6,-3.6,-0.2,2.9,1.0,0,-1.1,-4
CC12CCC(=O)N1C(C(=O)Nc1ccc(F)cc1)CS2 (stereo unspecified),7,1.3,4,6,-2.9,1.6,-0.1,0.7,7,-0.5,6
CC(C)[N+]1=C2C=CC=CC=C2SC12C([N+](=O)[O-])=CC(=[N+]([O-])[O-])C=C2[N+](=O)[O-] (stereo unspecified),-2,1.4,-10,16,-3.1,0.5,3.7,0.9,-8,-0.2,-9
CCN(CC)CCn1c(NCc2cccc(OC)c2)nc2ccccc21,-10,-0.9,3,-1,-0.7,0.7,-0.2,0.2,-1,-1.4,2
CO[C@H]1/C=C/O[C@@]2(C)Oc3c(C)c(O)c4c(O)c(c5c(c4c3C2=O)NC2(CCN(CC(C)C)CC2)N=5)=NC(=O)/C(C)=C\C=C\[C@H](C)[C@H](O)[C@@H](C)[C@@H](O)[C@@H](C)[C@H](OC(C)=O)[C@@H]1C,-11,-1.8,4,-4,0.5,-0.3,-1.1,-0.1,-2,-0.7,1
COc1ccc(NS(=O)(=O)c2ccc(N3CCOCC3)c(NC(=O)c3ccc(OC)cc3)c2)cc1,17,-0.1,4,-20,-0.4,-0.1,2.5,-1.4,6,-0.8,4
O=C(COc1ccc(Br)cc1)N1CCC(c2ccccc2)C1 (stereo unspecified),-3,-1.1,-2,-14,-0.6,0.9,0.8,-0.2,0,-1.0,1

Screening data from PubChem.
